LGR2 inh = inhibitors of bursicon-induced LGR2 CRE-luciferase signal, primary screen, cell-based, HEK293, CRE-luciferase reporter, bursicon stimulation. Drosophila bursicon receptor LGR2 (rickets). bursicon-stimulated, 4 h. inhibition, % at 9.99 µM. hit rate 0.35% among 380,000. AID 720647, 2013;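 active means drop in luminescence signal, shown as inhibition above about 50% in the replicate tests, limit read from the data, passing the limit was not always enough; inconclusive means probably only some replicates passing the limit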;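 further: agonist challenge used bursicon conditioned medium at about half maximal strength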
SIRT5 block = SIRT5 desuccinylase inhibitors, primary screen, biochemical, fluorescence imaging, single point, set 5 | inhibition, % at 15 µM | Purified SirT5, succinyl-peptide AMC, trypsin-coupled fluorescence | AID 652115, 2013 | NAD-dependent protein deacylase sirtuin-5, mitochondrial (Homo sapiens), Q9NXA8 | hit rate 1.1% among 330,000; in the data active means inhibition above about 15%; inconclusive means no clear call, values can overlap the other calls
Target sequence (Q9NXA8 whole entry, looked up): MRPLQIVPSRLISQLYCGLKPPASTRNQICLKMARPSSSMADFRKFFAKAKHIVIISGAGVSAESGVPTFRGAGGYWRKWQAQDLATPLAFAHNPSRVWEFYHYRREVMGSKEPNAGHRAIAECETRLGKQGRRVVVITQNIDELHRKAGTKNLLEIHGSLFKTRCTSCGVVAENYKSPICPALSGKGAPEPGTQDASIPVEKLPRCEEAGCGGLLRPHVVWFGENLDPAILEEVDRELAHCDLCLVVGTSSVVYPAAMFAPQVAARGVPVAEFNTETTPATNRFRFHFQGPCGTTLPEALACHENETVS
Statin myotox sup = suppressors of statin myotoxicity in C2C12 myotubes, primary screen, cell-based, single point, plate reader. C2C12 myotubes + simvastatin, ATP luminescence, 48 h; scaled: DMSO 0, geranylgeraniol control 100. rescue of ATP level, % at 7.49 µM. AID 602340, 2012. hit rate 0.78% among 330,000;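 active means mean ATP rescue above about 67%, or every replicate alone reaching that limit, limit read from the data, passing the limit was not always enough; inconclusive means no clear call, values can overlap the other calls; inactive means mean under the limit and some replicate under it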;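 further: myotubes were challenged with 10 µM simvastatin during compound exposure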
FN deposition inh = inhibitors of fibronectin matrix deposition, primary screen, AH1F cells, Alexa488-fibronectin fluorescence, plate reader. inhibition, % at 12.6 µM. AID 743247, 2014. hit rate 0.086% among 350,000. AH1F fibroblasts, overnight;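 active means mean inhibition across replicates of 30% or more, regardless of how many single replicates reach that level; inconclusive means mean under 30% yet at least half of replicates reach 30%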;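 further: positive control wells lacked labelled fibronectin entirely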
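Measured by – fluorescence 485/525 nm · System – AH1F fibroblast monolayer, labelled fibronectin deposition · Amount – 10000 cells per well · Buffer or medium – serum-reduced DMEM (2% serum) · Doses – single dose, pinned · Also added – fluorescent fibronectin at 24 nM final · Schedule – 1 h cell attachment, overnight exposure to compound and label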
esBAF inh = Bmi1 luciferase reporter increase in mESCs, primary screen, esBAF inhibitor project, mouse ES cells, Bmi1 luciferase knock-in, single point; 24 h; 100% = twice the neutral-well signal; reporter increase, % at 12.5 µM; hit rate 2% among 350,000; AID 602393, 2012; in the data active means activation above about 40%; inconclusive means no clear call, values can overlap the other calls;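 further: 0% = median of the plate's neutral control wells and 100% = double that signal; a rise in the Bmi1 reporter signal indicates esBAF inhibition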
Casp6 inh = human caspase-6 inhibitors, primary screen, biochemical, VEID-R110 fluorescence, single point, set 2; inhibition, % at 12.5 µM; AID 686996, 2013; hit rate 0.53% among 350,000; purified caspase-6, Z-VEID-R110 cleavage fluorescence; P55212;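 active means mean inhibition across replicates at least about 35%, with every replicate also reaching that limit, limit read from the data; inconclusive means only one of the two criteria met; inactive means neither criterion met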;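 further: 0% = median of neutral control wells and 100% = no fluorescence left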
Target sequence (P55212 24-179 limits assumed): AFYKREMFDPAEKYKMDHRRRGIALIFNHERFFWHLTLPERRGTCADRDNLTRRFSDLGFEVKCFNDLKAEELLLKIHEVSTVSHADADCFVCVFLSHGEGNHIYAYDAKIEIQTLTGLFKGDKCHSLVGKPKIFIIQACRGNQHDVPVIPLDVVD
Target sequence (P55212 194-293 limits assumed): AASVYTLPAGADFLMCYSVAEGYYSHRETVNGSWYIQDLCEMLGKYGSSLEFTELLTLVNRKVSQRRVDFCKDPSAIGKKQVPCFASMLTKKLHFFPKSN
S100A4 MyoIIA = inhibitors of S100A4-myosin IIA peptide binding, primary screen, biochemical, fluorescence polarization, TAMRA-MyoIIA peptide | inhibition, % at 10.7 µM | hit rate 0.14% among 360,000 | AID 652163, 2013;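 active means mean inhibition of at least 70% across replicates, with every replicate also reaching that level; inconclusive means mean inhibition reaches 70% but some replicates fall short; inactive means mean inhibition below 70%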
Target sequence (P26447 whole entry, looked up): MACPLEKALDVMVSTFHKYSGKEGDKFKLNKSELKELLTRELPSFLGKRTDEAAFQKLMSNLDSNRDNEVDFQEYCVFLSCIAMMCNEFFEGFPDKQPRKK
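assay system = human S100A4 monomer with TAMRA-labelled myosin IIA peptide | also added = labelled myosin peptide probe, 5 nM | incubation = 5 min between mix addition and reading | control set = DMSO and TFP controls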
Active calls of the source: *; ? = inconclusive; / = no result given; & = joins results of further samples.

Start of the listing, in advance:
SMILES	LGR2 inh	SIRT5 block	Statin myotox sup	FN deposition inh	esBAF inh	Casp6 inh	S100A4 MyoIIA
C[C@H](O)C#Cc1cnc2c(c1)C(=O)N([C@H](C)CO)C[C@H](C)[C@H](CN(C)C(=O)c1ccncc1)O2	7	0	18	/	4	-1	-9
COC(=O)C1C(O)=C(C(C)=Nc2cccc3ccccc23)C(=O)CC1(C)C (configuration not stated)	-6	0	/	2	/	2	6
O=C(N[C@H]1CC[C@H](CCNS(=O)(=O)c2ccccc2Cl)O[C@@H]1CO)c1ccc(F)cc1	4	0	19	2	6	0	-1

The list itself, from the start:
SMILES	LGR2 inh	SIRT5 block	Statin myotox sup	FN deposition inh	esBAF inh	Casp6 inh	S100A4 MyoIIA
C[C@H](O)C#Cc1cnc2c(c1)C(=O)N([C@H](C)CO)C[C@H](C)[C@H](CN(C)C(=O)c1ccncc1)O2	7	0	18	/	4	-1	-9
COC(=O)C1C(O)=C(C(C)=Nc2cccc3ccccc23)C(=O)CC1(C)C (configuration not stated)	-6	0	/	2	/	2	6
O=C(N[C@H]1CC[C@H](CCNS(=O)(=O)c2ccccc2Cl)O[C@@H]1CO)c1ccc(F)cc1	4	0	19	2	6	0	-1
O=[N+]([O-])c1cc(Br)c(O)c(/C=N/Nc2nc3ccccc3s2)c1	-1	0	-13	0	-2	1	-10
CCOC(=O)C1=NN2C(O)C3(C)CC(C(=O)OCC)=NN3C(O)C2(C)C1 (configuration not stated)	-13	3	2	1	0	1	-3
O=C(CC(F)(F)F)N1C[C@@H]2[C@H](c3ccccc31)[C@@H](CO)N2Cc1cccnc1	-9	2	-17	-9	-2	-1	3
CCNC(=O)COc1ccc(-c2ccccc2)cc1	/	/	15	1	19	/	/
Cc1ccc([C@H]2C[C@@H](O)[C@H](n3cc(COC(=O)c4ccccc4)nn3)CN2CC2CCCCC2)cc1	17	-3	0	-6	-3	-2	-3
O=C1CC[C@H](N2C(=O)c3ccccc3C2=O)C(=O)N1	/	-3	-7	4	9	3	-1
O=C(c1cccnc1)N1C[C@H]2[C@@H](c3ccccc31)[C@H](CO)N2C(=O)Nc1ccccc1	-2	1	3	-10	-6	1	8
CCCCn1c(N)c(N(CC(C)C)C(=O)CCCc2cccs2)c(=O)[nH]c1=O	5	5	17	5	1	3	4
CC(=O)c1ccc(OC(=O)CCNC(=O)c2ccccc2)cc1	0	-1	1	4	-11	-1	4
CN(C(=O)c1ccccc1Cl)c1ccccc1C(=O)NCCc1ccccc1	-5	3	5	/	-7	-2	6
COc1ccc(Br)cc1CNC(=O)c1ccc2c(c1)N(C)CCS2	3	4	0	11	-5	-2	-3
CCCNC(=O)N[C@@H]1CC[C@@H](CC(=O)NC2CCC2)O[C@H]1CO	-13	/	-11	1	3	/	/
O=C(NNC(=O)c1n[nH]c2ccccc12)c1ccccc1	-15	-5	/	0	/	4	-3
C=CCn1cc(CN2CCC(C(=O)Nc3ccc(Oc4cccnc4)cc3)CC2)c(C)n1	-7	-3	6	0	-6	-13	-9
O=C(Cn1[nH]c(=O)c2ccccc2c1=O)OCC(=O)c1ccc(F)cc1	-12	16*	1	2	-7	-1	-4
Cc1ccc(SCC(=O)Nc2ccccc2C(=O)O)cc1	/	/	7	6	32	/	/
COC(=O)c1ccc(-c2sc3nc(N4CCOCC4)c4c(c3c2N)CC(C)(C)OC4)o1	/	/	7	-3	-8	/	/
Cc1nc(C)c(-c2csc(NCc3ccco3)n2)s1	-2	1	-16	/	62*	1	-9
CCn1c(=S)sc2c(=O)n(CC(=O)Nc3ccc(OC)cc3)c(C)nc21	5	-5	-2	-3	3	3	1
CCC(C)NC(=O)c1ccc2c(Cl)c3c(nc2c1)CCC3 (configuration not stated)	-66	0	-7	-9	53*	3	-3
Cc1ccc(-n2c(Cn3nc(C(F)F)cc3C(F)F)n[nH]c2=S)cc1	1	-1	/	/	/	7	-1
COC(=O)c1cccc(COC(=O)c2ccc(N(C)C)cc2)c1	/	/	-2	-4	17	/	/

New compounds follow
SMILES	LGR2 inh	SIRT5 block	Statin myotox sup	FN deposition inh	esBAF inh	Casp6 inh	S100A4 MyoIIA
O=C(NCc1ccccc1)C1(c2cccc(F)c2)CCCC1	-6	-1	/	-10	/	-3	10
CCOc1ccc(NC(=O)C(=O)N/N=C\c2ccc(CNS(=O)(=O)c3ccccc3)o2)cc1	18	1	-41	/	-1	0	-2
Cc1cc(N)n2ncc(-c3ccc(F)cc3)c2n1	/	/	-13	-6	58*	/	/
COc1ccc(-n2c3c(cc(C(=O)NCC(=O)c4ccccc4)c2=O)C(=O)CC(C)(C)C3)cc1	11	-2	-7	/	3	0	7
CC1(C)CN(Cc2ccccc2)C(=O)[C@H]1CC(=O)Nc1ccc(Br)cc1	7	2	-3	8	-3	1	0
O=C(c1ccc(COCC(F)(F)F)o1)N1CCCC1	14	5	-1	0	-4	-3	-2
COc1ccc(CCNC(=O)c2nnn(-c3ccccc3OC)c2N)cc1OC	/	/	8	7	-2	/	/
C/C=C/c1cnc2c(c1)C(=O)N([C@@H](C)CO)C[C@@H](C)[C@H](CN(C)S(=O)(=O)c1ccc(OC)cc1)O2	4	-2	-1	/	1	2	-4
CCC(=O)NC(Nc1sc2c(c1C(=O)OC)CCN(C)C2)(C(F)(F)F)C(F)(F)F	/	/	-13	-1	-8	/	/
CCOc1cc(CNCc2ccccc2)ccc1OCc1ccc(Cl)cc1	7	-7	-33	0	-68	0	-6
CN1[C@@H]2Cn3c(ccc(-c4ccncc4)c3=O)[C@H]1[C@@H](C(=O)NCCc1ccccc1)[C@@H]2CO	-11	-6	-17	/	-3	1	1
Cc1ccc(NC(=O)COC(=O)c2nn(-c3ccc(Cl)cc3)cc2O)cc1	-22	5	-6	-11	49*	1	-12
Cc1cnc(NC(=O)c2ccccn2)s1	59*	0	-17	-5	-61	18	4
CCC1Oc2ccc(C)cc2N(CC(=O)N2CCOCC2)C1=O (configuration not stated)	-8	0	4	-5	2	1	2
O=C(C[C@H]1C[C@H]2c3cc(NS(=O)(=O)c4ccc(F)cc4)ccc3O[C@H]2[C@@H](CO)O1)N1CCOCC1	-7	-9	-3	0	4	2	-1
CCCN(C)C[C@H]1Oc2cc(C#C[C@@H](C)O)ccc2S(=O)(=O)N([C@@H](C)CO)C[C@H]1C	-7	-2	-11	/	-4	-21	2
Cc1cc(Br)ccc1OCC(=O)NNC(=O)c1ccc(NC(=O)C2CC2)cc1	-3	-2	-5	/	3	1	-1
O=C(NCC1CCCO1)C1CCCN(Cc2cnn(-c3ccccc3)c2-n2cccc2)C1 (configuration not stated)	-3	/	10	/	-4	/	/
CC(C)N(Cc1ccccc1)C(=S)Nc1ccc(OC(F)F)cc1	18	/	-5	-4	-4	/	/
COc1ccc(N2CCN(C(=O)CN3C(=O)NC(C)(C4CC4)C3=O)CC2)cc1 (configuration not stated)	-3	0	-6	4	-3	0	0
CCOC(=O)c1c(O)c(Cl)c(C)[nH]c1=O	36	-2	-15	8	-6	0	0
COc1ccc(C(=O)COC(=O)c2cc(=O)[nH]c3ccccc23)c(OC)c1	13	-3	/	1	/	3	-6
O=C(C[C@H]1CC[C@@H](NC(=O)Nc2ccc3c(c2)OCO3)[C@@H](CO)O1)NCc1ccccc1	20&0	-2	3	-1	1	-4&0	-11&-3
C[C@@H]1CN([C@@H](C)CO)C(=O)Cc2cc(NS(=O)(=O)c3ccc(F)cc3)ccc2O[C@@H]1CN(C)CC1CC1	-1	-6	4	-2	-2	-2	47
Cc1cc(C)n2nc(-c3cccc(Br)c3)cc2n1	-44	-3	-17	5	?	-1	-6

Going on with the list.
SMILES	LGR2 inh	SIRT5 block	Statin myotox sup	FN deposition inh	esBAF inh	Casp6 inh	S100A4 MyoIIA
CCOC(=O)N1CCC(=NNc2ccnc3cc(Cl)ccc23)CC1	-5	0	4	-3	0	0	-13
COC(=O)C1CCN(C(=O)COc2ccc(S(=O)(=O)N3CCOCC3)cc2Cl)CC1	10	/	-4	16	-3	6	4
C[C@@H]1CN([C@@H](C)CO)C(=O)c2cccc(NS(=O)(=O)c3cn(C)cn3)c2O[C@@H]1CN(C)C(=O)Nc1cccc2ccccc12	-2	1	52	-6	-5	11	-5
CCCN(C)C[C@@H]1Oc2cc(C#CC3CCCC3)ccc2S(=O)(=O)N([C@H](C)CO)C[C@@H]1C	/	-2	25	/	-2	1	6
O=C(Nc1sc2c(c1C(=O)O)CCCC2)c1ccc(F)cc1	-33	1	-2	-4	68*	4	1
Cc1ccc(NC(=O)CN2C(=O)N/C(=C/c3ccc4c(c3)OCCO4)C2=O)cc1	-13	-8	-4	-3	-2	-4	-5
CC1OC1c1ccc(-c2ccc(C3OC3C)cc2)cc1 (configuration not stated)	-79	/	-2	-10	77*	1	6
Cc1ccc(N=C2C(=O)Nc3ccccc32)c(C)c1	-28	-2	14	4	3	5	-2
CCCNC(=O)N1CC2(CN(C(=O)Cc3cccnc3)C2)c2c([nH]c3cc(OC)ccc23)[C@@H]1CO	14	-2	/	/	/	-1	0
CC(=O)CN1Cc2ccccc2/C1=N\C(=O)Nc1ccccc1	/	/	-3	-5	35	/	/
COc1ccc(-c2cc([C@H]3[C@@H]4C=CCC[C@@]4(C)C(=O)N3Cc3ccccc3)ccc2F)cc1	-2	/	2	-6	2	3	8
CC(C)(C)Cc1c(-c2ccc(Cl)cc2)nc2ccc(Br)cn12	-27	2	-2	-38	10	0	47
CC(NC(=S)NCc1ccccc1)C12CC3CC(CC(C3)C1)C2 (configuration not stated)	10	1	/	8	/	-1	-2
C[C@H]1CN([C@@H](C)CO)C(=O)Cc2cc(NC(=O)CCN3CCOCC3)ccc2O[C@H]1CN(C)Cc1ccc(C(=O)O)cc1	-12	/	3	8	-6	/	/
COc1ccc(N2C(=O)C3CCCN3C2c2ccccc2Cl)cc1 (configuration not stated)	0	1	9	4	14	31	10
Cc1cccc(NC(=O)CN(C)C(=O)/C=C/c2ccccc2)c1C	-1	-2	10	-14	0	0	-1
CC(C)NC(=O)Nc1ccc2c(c1)C(=O)N([C@H](C)CO)C[C@H](C)[C@@H](CN(C)C(=O)Nc1ccc(C(F)(F)F)cc1)OCCCC[C@H](C)O2	-10	2	/	/	-1	-2	?
CCC(=O)N(C)C[C@@H]1Oc2cc(C#C[C@@H](C)O)ccc2S(=O)(=O)N([C@H](C)CO)C[C@@H]1C	9	5	2	0	0	2	13
CCCc1nc2ccccc2c(NC(=O)CN(CC)CC)c1CC	-12	-4	/	7	/	-3	3
CN(C)S(=O)(=O)c1ccc(Cl)c(NC(=O)CN2C(=O)NC(C)(C3CC3)C2=O)c1 (configuration not stated)	4	-4	/	0	/	0	-8
O=C(Nc1cccc(-n2cnnn2)c1)c1cc2ccccc2o1	-17	3	5	-5	20	-2	-4
CCC(=O)N(C)C[C@H]1Oc2ncc(C#CCc3ccccc3)cc2C(=O)N([C@@H](C)CO)C[C@@H]1C	-6	-1	-28	/	-6	1	-10
COc1ccc(OC)c(S(=O)(=O)Nc2c(C)n(C)n(-c3ccccc3)c2=O)c1	-4	0	-2	6	8	-2	0
Cc1ccc(NC(=O)CN2CCN(S(=O)(=O)c3ccc4c(c3)OCCO4)CC2)c(C)c1	10	/	-3	3	1	-1	-2
CC(CCc1ccco1)NC(=O)c1cccc2c1C(=O)N(C1CCCCC1)C2 (configuration not stated)	1	-1	/	0	/	0	-3
C[C@H]1CN([C@@H](C)CO)C(=O)Cc2cc(NS(=O)(=O)c3cccs3)ccc2O[C@H]1CN(C)Cc1ccc2c(c1)OCO2	-13	2	-42	/	-1	-2	1

An excerpt; the hit share may differ from the screen's.
